# ROC1-CUL1 inh = blocks human RBX1-Cullin-1 di-ubiquitin formation; P62877+Q13616; in vitro K48 di-Ub FRET, acceptor:donor ratio, 45 min; inhibition, % at 10 µM; 140,000 tested, 0.6% active; AID 1347404; in the data active = inhibition above about 25%
# Target sequence (P62877 whole entry, looked up): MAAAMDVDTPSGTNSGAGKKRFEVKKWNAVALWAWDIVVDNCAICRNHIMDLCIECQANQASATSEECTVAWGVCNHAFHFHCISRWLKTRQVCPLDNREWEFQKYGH
# Target sequence (Q13616 whole entry, looked up): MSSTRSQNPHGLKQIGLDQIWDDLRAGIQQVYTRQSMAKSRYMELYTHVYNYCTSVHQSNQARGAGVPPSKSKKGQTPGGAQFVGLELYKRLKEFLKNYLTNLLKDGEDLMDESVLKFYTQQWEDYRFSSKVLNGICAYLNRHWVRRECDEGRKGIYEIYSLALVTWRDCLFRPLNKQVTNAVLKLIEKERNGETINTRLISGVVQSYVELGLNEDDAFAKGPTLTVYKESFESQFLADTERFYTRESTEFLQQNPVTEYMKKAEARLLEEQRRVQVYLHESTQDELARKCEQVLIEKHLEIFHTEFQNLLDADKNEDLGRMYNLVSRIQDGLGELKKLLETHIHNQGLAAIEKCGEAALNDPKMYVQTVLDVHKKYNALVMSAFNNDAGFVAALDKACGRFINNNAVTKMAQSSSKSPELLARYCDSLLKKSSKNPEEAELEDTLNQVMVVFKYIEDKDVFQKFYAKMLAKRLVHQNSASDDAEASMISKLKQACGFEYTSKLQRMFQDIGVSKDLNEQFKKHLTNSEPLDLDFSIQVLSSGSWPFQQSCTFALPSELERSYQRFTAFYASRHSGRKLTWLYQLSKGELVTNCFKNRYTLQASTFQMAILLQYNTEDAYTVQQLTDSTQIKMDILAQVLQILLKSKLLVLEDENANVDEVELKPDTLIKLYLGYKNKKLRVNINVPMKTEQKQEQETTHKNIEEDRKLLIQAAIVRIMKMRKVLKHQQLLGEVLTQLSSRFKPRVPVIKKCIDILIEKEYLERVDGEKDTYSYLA
# Starred values were filed as active, the others as inactive.
SMILES,ROC1-CUL1 inh
N#CCSc1nnc(-c2ccc(O)cc2)n1-c1ccccc1,4
CN(C)c1nnnc2c1sc1ccccc12,-4
CCN(Cc1ccccc1)C(=O)C1CCCN(C2CCN(C)CC2)C1 (stereo not given),5
CCOc1ccc(C(=O)OCCCN(C)C)cc1,2
C/C(=C1/SC(=S)NC1=O)c1ccccc1OCc1ccccc1,0
OC1CCN(CC(O)COc2cccc(CNCc3ccc(F)cc3F)c2)CC1 (stereo not given),1
CC(C)(C)C(=O)COc1cc(Cc2ccccc2)nc(N2CCN(c3ccccc3Cl)CC2)n1,0
COc1ccc2c(c1)NC(c1cccnc1)=NC(c1ccc(F)cc1)=N2,3
COc1cccc(N2CCN(C(=O)c3cc(F)c(F)cc3Cl)CC2)c1,5
COc1ccc(N=C2C(=Nc3ccc(OC)cc3)N(c3ccc(OC)cc3)C(=S)N2C(=O)c2ccc(OC)cc2)cc1,-2
N=CC1C(=O)NC(=O)N(c2ccc(C34CC5CC(CC(C5)C3)C4)cc2)C1=O (stereo not given),-7
COc1ccc(C(=O)NC2CC2)cc1C,7
COC(=O)c1ccccc1NC(=O)CSc1nnc(-c2cccc(F)c2)n1-c1ccccc1,5
CCCCNC(=O)c1cn(C2CCCCC2)cc(C(=O)NCCc2ccncc2)c1=O,-10
CCN(c1ccccc1)c1nnc(NC(=O)Nc2ccc(Br)cc2F)s1,8
COc1ccc(Cl)cc1NC(=O)CN(C)C1CCCCC1,-1
O=C(Cn1nc(-c2ccccc2)oc1=S)Nc1cc(C(F)(F)F)ccc1Cl,2
O=C(C1CCN(S(=O)(=O)c2ccc(F)cc2)CC1)N(Cc1ccccc1)Cc1ccccc1,9
CCc1nn2c(=O)cc(COC(=O)c3cccc(NC(=O)c4ccccc4Cl)c3)nc2s1,-3
O=c1/c(=C\c2ccc(F)cc2)sc2n1C(c1ccc(Cl)cc1Cl)C1=C(N=2)c2ccccc2CC1 (stereo not given),-5

# Some of the entries so far, as tab-separated lines.
canonical_smiles	ROC1-CUL1 inh
O=C(C1CCN(S(=O)(=O)c2ccc(F)cc2)CC1)N(Cc1ccccc1)Cc1ccccc1	9
COc1cccc(N2CCN(C(=O)c3cc(F)c(F)cc3Cl)CC2)c1	5

# Random excerpt: 4 records from the list
SMILES,ROC1-CUL1 inh
COc1cccc(N2CCN(C(=O)c3cc(F)c(F)cc3Cl)CC2)c1,5
OC1CCN(CC(O)COc2cccc(CNCc3ccc(F)cc3F)c2)CC1 (stereo not given),1
CCCCNC(=O)c1cn(C2CCCCC2)cc(C(=O)NCCc2ccncc2)c1=O,-10
COc1ccc2c(c1)NC(c1cccnc1)=NC(c1ccc(F)cc1)=N2,3

# The list goes on:
SMILES,ROC1-CUL1 inh
Cn1cnn(CN2CCN(C(c3ccccc3)c3ccccc3)CC2)c1=S,-4
CC(C)CN1C(=O)NC(Cc2cccc(F)c2)(C2CCN(C(=O)c3cc(C4CC4)[nH]n3)CC2)C1=O (stereo not given),-2
O=C(c1ccccc1)c1ccc2nc(N3CCN(c4ccc(F)cc4)CC3)c3nncn3c2c1,7
O=C(NCc1ccc(F)cc1)C(=O)Nc1ccc2nc3n(c(=O)c2c1)CCCCC3,6
Cc1ccc(CNc2oc(-c3ccc(COc4ccc(C)cc4)o3)nc2C#N)cc1,-4
COc1cccc(NC(=O)Cn2c(=O)n(CCc3cccc(C)c3)c(=O)c3ccccc32)c1,-2
Cc1cccn2c(=O)cc(COc3ccc(NC(=O)COc4ccc(F)cc4)cc3)nc12,-4
COc1ccc(C2CC(=O)C3=C(C2)OC(=N)C(C#N)C3c2ccccc2F)cc1 (stereo not given),-9
CC1CCCN(c2cc(N)c(N)cc2Cl)C1 (stereo not given),0
Cc1ccc(OC2CCN(Cc3ccncc3)CC2)c(C(=O)NC2CCOC2)c1 (stereo not given),7
CCOC(=O)c1sc2nc(Cc3ccccc3)[nH]c(=O)c2c1C,-1
COc1cc(CN2CCC3(CCCN(C)C3=O)C2)cc(Cl)c1OC (stereo not given),5
COC(=O)C1C(Cc2ccccc2)N1C(=O)OC(C)(C)C (stereo not given),5
COc1nc(Cl)cn(-c2ccc(Cl)cc2)c1=O,-5
C=CCN1C(=O)/C(=C/c2ccc(OCc3ccccc3)c(Br)c2)C(=O)NC1=S,-3
CC(=O)N(C)c1ccc(NC(=O)Nc2ccc(N(C)C(C)=O)cc2)cc1,1
C=CCc1cc(/C=C2/C(=O)N(c3nc(C)c(C(=O)OCC)s3)N=C2C)cc(OCC)c1OCc1ccccc1C#N,-4
COc1ccc(Cn2ccnc2SCC(=O)Nc2ccc3c(c2)OCO3)cc1,-9
Cc1ccc(-c2cc(C(=O)N/N=C/c3ccc(O)cc3)n[nH]2)o1,-14
CCC(NC(=O)c1cc(C)on1)c1ccc(C(C)C)cc1 (stereo not given),-1
CC(/C=C1\SC(=S)N(CC(=O)O)C1=O)=C\c1ccccc1,-3
CCc1ccccc1NS(=O)(=O)c1ccc2c(c1)CCCN2C(=O)C1CCC1,1
CCOc1c(Br)cc(/C=C2\SC(=S)N(CC(=O)O)C2=O)cc1Br,4
Cc1nn(C(=O)c2cccc([N+](=O)[O-])c2)c(C)c1[N+](=O)[O-],4
CCOc1ccccc1C(=O)NC(CC)CO (stereo not given),-4
O=C1/C(=C/c2ccccc2)SC(=Nc2ccc(F)cc2)N1c1ccc(F)cc1,6
Oc1ccc2ccccc2c1-c1c(OCCOCCOc2ccc3ccccc3c2-c2c(O)ccc3ccccc23)ccc2ccccc12,24
Cc1cccc(C(=O)Nc2cccc(C(=O)OCc3cc(=O)n4nc(C5CC5)sc4n3)c2)c1,1
CCOC(=O)c1cccc(NC(=O)c2cncc(Br)c2)c1,3
O=C(Nc1cccc2ccccc12)c1ccccc1NC(=O)C1CCCCC1C(=O)O (stereo not given),3
O=C1NN(c2ccccc2)C(=O)/C1=C/c1ccc(Oc2nc(Cl)ncc2F)cc1,17
O=C(NNC(=O)c1cc(F)c(N2CCCC2)c(F)c1F)c1ccncc1,16
CCOC(=O)c1cc2c(=O)n3ccccc3nc2n(CC(C)C)c1=NC(=O)c1cc2ccccc2o1,-3
CCOC(=O)C1CCCN(Cc2cn3c(-c4cccc(Br)c4)nnc3s2)C1 (stereo not given),1
CCn1nc(C)c(CCN(C)C(=O)Nc2ccc(C)c(Cl)c2)c1C,2
Cc1cccc(C(=O)Nc2ccc(O)cc2C)c1,0
CCc1ccc(NCc2cc3ccc(OC)cc3n(CC(=O)Nc3ccccc3C)c2=O)cc1,-12
COc1ccc(-c2cc(-c3ccccc3)nc(SCC(=O)Nc3ccccc3C)c2C#N)cc1,-12
CCOC(=O)C1CCCN(CCC(=O)Nc2ccc(OC)cc2OC)C1 (stereo not given),0
COc1ccc(-c2nn3c(=O)cc(CN4CCN(C(=O)/C=C/c5ccccc5)CC4)nc3s2)cc1,-3
COc1ccc(C2CC(c3c(C)nc4ccc(C)cc4c3-c3ccccc3)=NN2C(=O)CCC(=O)O)cc1 (stereo not given),-2
Cc1cc(N2C(=O)c3cccc4cccc(c34)C2=O)ccc1I,-9
Cc1cccc(-c2c3c(=O)n(C)c(=O)n(C)c3c3c(C)nc4ccccc4n23)c1,10
COc1ccc(C(=O)Nc2cc(NC(=O)c3ccco3)ccc2OC)cc1Cl,7
O=C(/C=C/c1ccccc1)c1ccc(-c2cccs2)s1,-6
CC(=O)N1CN(C2CCCC2)Cc2c1sc1c2CCCC1,0
O=C(NN1C(=O)c2cc([N+](=O)[O-])cc3cc([N+](=O)[O-])cc(c23)C1=O)c1cccc([N+](=O)[O-])c1,1
CC1(C)CC(=O)C(Sc2ccccc2C(=O)O)C(=O)C1,7
O=C1NC(=O)C(=Cc2cc(Br)c(Br)o2)C(=O)N1,3
CCCOC(=O)C1C2C=CC(C3CC23)C1C(=O)OCC(=O)c1ccccc1 (stereo not given),-8
O=C(Cn1nnc(-c2ccccc2)n1)N=Nc1c(O)n(Cc2ccccc2Cl)c2ccccc12,2
CSCCC(=O)N1CCC(C2(c3ccccn3)NC(=O)N(CCc3cccs3)C2=O)CC1 (stereo not given),1
CC(C)Nc1nc(Nc2ccc(Cl)cc2)nc(N2CCOCC2)n1,0
Cc1cc(OC(=O)c2ccccc2)c(C(C)C)cc1C1(c2cc(C(C)C)c(OC(=O)c3ccccc3)cc2C)OC(=O)c2ccccc21,4
Cc1ccc(Cl)c(OC(C)(C)C(=O)N2CC(C)OC(C)C2)c1 (stereo not given),0
COc1ccccc1/C=C/CN1CCNC(=O)C1CC(=O)N(C)CCc1cnn(C)c1 (stereo not given),8
CCc1cccc(C)c1NC(=O)C1CCN(c2nnc(C)c3c(C)n(-c4ccccc4)nc23)CC1,0
COc1cc(/C=C2/C(=O)N(c3ccc(Cl)c(Cl)c3)N=C2C)ccc1OCCC(C)C,3
O=S(=O)(c1cc(Cl)ccc1Cl)N1CCSC1,10
COC(=O)c1cc(C)nc(N(C)C)c1C(=O)OC,1

# (further entries)
SMILES,ROC1-CUL1 inh
Cn1cc(-c2ccnc(N3CCC4(CCCC4)C3)n2)cn1,9
Cc1ccc(C2SCCN2S(=O)(=O)c2ccc(C)cc2)cc1 (stereo not given),4
CN1C(=O)c2cccc3c(S(=O)(=O)NCCCC(=O)O)ccc1c23,-6
CCCc1nnc(NC(=O)c2oc3cc(C)c(C)cc3c2C)s1,-4
COCc1ccc(C(=O)Nc2ccc(-c3nc(CNC(=O)CCc4scnc4C)c(C)o3)cc2)o1,12
CCCOc1ccc(C(=O)Nc2ccc3nn(-c4ccc(OCC)cc4)nc3c2)cc1,-8
CC1(C)C2CC(=O)NC(C)(n3ccnc3)C1C2 (stereo not given),-2
c1ccc2c(c1)C(=Nc1nc3ccccc3[nH]1)c1ccccc1-2,4
O=C(CCN1C(=O)c2ccccc2C1=O)N1CCCCC1,1
CCCCN(CC)CCCNC(=O)c1cc2c(=O)[nH]c3ccccc3c2n1C,1
N#CCc1ccc(NC(=O)COc2cccc(Br)c2)cc1,4
CCOC(=O)C1(Cc2ccccc2C)CCCN(S(=O)(=O)c2c(C)noc2C)C1 (stereo not given),-3
CCc1ccc(NC(=O)C2CCCN(c3nnc(C)c4c(C)n(-c5ccccc5)nc34)C2)cc1 (stereo not given),-4
O=C(O)c1ccc2c(c1)ncn2-c1ccc(F)c(F)c1,2
C/C(CC(=O)c1ccccc1)=C1\C(=O)NN(c2ccccc2)C1=O,-8
N=c1oc2c(Br)cc(Br)cc2cc1C(N)=O,11
Cc1ccccc1C1=N/C(=C/c2ccco2)C(=O)O1,11
CCOC(=O)c1cc(C)n(CC2CCC(C(=O)Nc3ccccc3OC)CC2)c1C (stereo not given),0
COc1ccc(CCCC(=O)N2CCN(c3ccc(C4=NNC(=O)CC4C)cc3)CC2)cc1 (stereo not given),2
O=C(CCCN1C(=O)c2ccccc2C1=O)NC1CCCCC1,5
CCCSc1ncc(Cl)c(C(=O)NCc2ccc(C)cc2)n1,-13
Cc1cc(C)c(NC(=O)C(C(F)(F)F)C(F)(F)F)c(C)c1,1
O=c1oc(-c2nn[nH]n2)nc2ccccc12,5
C/C(=N\NC(=O)C(C)SCc1ccccc1)c1cccc(NC(=O)c2cccc(Cl)c2)c1 (stereo not given),5
O=c1[nH][nH]c(=S)c(=[N+]([O-])N2CCOCC2)nc1-c1ccc(Cl)cc1,-6
COc1ccccc1N1CCN(c2ncc3c(n2)CCN(Cc2ccc(C)s2)C3)CC1,-3
CCOC(=O)c1nn(-c2ccccc2)c2nnc(C)c(=O)n12,2
Cc1ccc(CNC(=O)C2CCCN(S(=O)(=O)c3ccc4c(c3)oc(=O)n4C)C2)cc1 (stereo not given),8
COc1ccccc1CNC(=O)CCCn1c(=O)c2ccccc2n(CC(=O)Nc2ccc(C)cc2Cl)c1=O,-13
Cc1ccn2c(Nc3ccc(C(C)C)cc3)c(-c3cccs3)nc2c1,-6
CCn1ccnc1CN(C)C(=O)c1c(C)c(-c2cn[nH]c2)nc2ccc(C)cc12,0
Cc1ccc(OCC(=O)Nc2ccc3nc(SCCOc4ccccc4)sc3c2)cc1,-1
CC(Oc1ccccc1)C(=O)N1CCN(C2CCCCC2)CC1 (stereo not given),-5
CCn1c(CN2CCCCC2)nc2cc(NC(=O)c3cccc([N+](=O)[O-])c3)ccc21,3
C=CCSc1nnc(-c2ccccc2N)c(=O)[nH]1,-2
N#Cc1c(Cl)nsc1N1CCOCC1,-4
COc1ccccc1CC(=O)Nc1ccc2nc(Nc3cccc(C(F)(F)F)c3)cc(C)c2c1,-3
Cc1cccc(NC2CC(=O)N(N(C)C)C2=O)c1 (stereo not given),5
OCCC#Cc1ccc(CN2CCc3onc(-c4ccccc4)c3C2)cc1,3
CCN(c1ccccc1)S(=O)(=O)c1nnc(NC(=O)C2CCCCC2)s1,-3

# Of the compounds above, 3 contain a nitro group on carbon.
SMILES,ROC1-CUL1 inh
Cc1nn(C(=O)c2cccc([N+](=O)[O-])c2)c(C)c1[N+](=O)[O-],4
O=C(NN1C(=O)c2cc([N+](=O)[O-])cc3cc([N+](=O)[O-])cc(c23)C1=O)c1cccc([N+](=O)[O-])c1,1
CCn1c(CN2CCCCC2)nc2cc(NC(=O)c3cccc([N+](=O)[O-])c3)ccc21,3

# (more compounds)
SMILES,ROC1-CUL1 inh
C=C(C)[C@@H]1CCC(C)(C)C2=CC(=O)CC[C@]21C#N,1
CN(C)c1ccc(C(=O)Nc2ccc(S(=O)(=O)Nc3nccs3)cc2)cc1,0
COCCNc1ccc2cc(S(=O)(=O)N3CCCCC3)ccc2n1,-2
CCOC(=O)c1cc(C(=O)OCC)n2ccc3ccccc3c12,-6
CC(=O)N1CCc2c(sc3c2c(=O)n(Cc2ccccc2)c(=O)n3Cc2ccc(Cl)cc2)C1,2
CN(C)c1ncc2c(n1)CCCC2NCc1cccnc1 (stereo not given),13
N#CC1C(=N)Oc2n[nH]c(-c3cccs3)c2C1c1cn(-c2ccccc2)nc1C12CC3CC(CC(C3)C1)C2 (stereo not given),14

# For reference, six of the compounds above.
SMILES,ROC1-CUL1 inh
OCCC#Cc1ccc(CN2CCc3onc(-c4ccccc4)c3C2)cc1,3
CCN(c1ccccc1)S(=O)(=O)c1nnc(NC(=O)C2CCCCC2)s1,-3
C=C(C)[C@@H]1CCC(C)(C)C2=CC(=O)CC[C@]21C#N,1
CN(C)c1ccc(C(=O)Nc2ccc(S(=O)(=O)Nc3nccs3)cc2)cc1,0
COCCNc1ccc2cc(S(=O)(=O)N3CCCCC3)ccc2n1,-2
CCOC(=O)c1cc(C(=O)OCC)n2ccc3ccccc3c12,-6

# Assay outcomes deposited in PubChem by Icahn School of Medicine at Mount Sinai.

# This is a subset, so the mix of outcomes need not match the whole.
